NTR1 ag: agonists of NTR1, primary screen, imaging, U2OS cells, beta-arrestin-GFP, high content (AID 493036) | Neurotensin receptor type 1 (Homo sapiens), P30989 | NTR1-U2OS beta-arrestin-GFP spot imaging, agonist mode | activation, % at 20 µM | 0.17% of 330,000 active;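 active = activation at or above 40% of the spot to cytoplasm intensity ratio, with at least 20 cells analyzed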;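 note: 0% = DMSO without peptide and 100% = 100 nM NTR1 peptide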
Target sequence (P30989 whole entry, looked up): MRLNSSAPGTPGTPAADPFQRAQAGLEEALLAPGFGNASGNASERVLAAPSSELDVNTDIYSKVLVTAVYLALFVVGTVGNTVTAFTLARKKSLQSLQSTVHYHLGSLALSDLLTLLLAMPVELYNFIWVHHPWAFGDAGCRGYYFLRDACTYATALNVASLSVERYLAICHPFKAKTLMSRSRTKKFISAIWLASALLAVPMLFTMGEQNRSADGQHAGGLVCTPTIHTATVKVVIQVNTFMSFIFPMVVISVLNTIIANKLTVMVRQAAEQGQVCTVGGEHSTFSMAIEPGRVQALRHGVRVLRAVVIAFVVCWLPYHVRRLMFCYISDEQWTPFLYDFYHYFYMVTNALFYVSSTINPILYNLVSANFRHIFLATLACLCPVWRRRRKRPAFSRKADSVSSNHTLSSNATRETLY
K1F lysis inhibition: inhibition of K1F phage lysis, E. coli UTI89, bacterial capsule biogenesis inhibitors, alamar blue (AID 488966); 0.02% of 340,000 active; E. coli UTI89 K1F phage lysis, alamar blue, 2 h; higher % means a stronger effect; one-dose inhibition, % at 100 µM; IC50 in µM for titrated hits;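 active = phage lysis inhibition, versus mean bacterial control, above a set limit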;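 note: capsule biogenesis inhibitors block K1F phage lysis so surviving cells raise fluorescence; higher fluorescence means more inhibition of phage lysis; actives were called in the ten point dose series up to 300 µM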
GPR35 arrestin U2OS: GPR35 antagonists blocking zaprinast-driven arrestin recruitment, primary screen, imaging, U2OS, beta-arrestin-GFP, zaprinast agonist (AID 2058); G-protein coupled receptor 35 (Homo sapiens); U2OS GPR35 beta-arrestin-GFP translocation imaging, zaprinast antagonism; higher % means a stronger effect; inhibition, % at 10 µM; hits with a dose series show IC50 in µM; 0.052% of 290,000 active;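 active = inhibition of at least 50% with at least 30 cells and total cytoplasm GFP at most 10,000,000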
NOD1 inhibition: NOD1 signaling inhibitors, primary screen, cell-based, luminescence, uHTS (AID 1578) | NOD1-driven NF-kB luciferase reporter cells, luminescence; higher % means a stronger effect | one-dose inhibition, % at 4 µM; EC50 in µM for titrated hits | 1% of 290,000 active; in the data active = inhibition mostly above about 36%, no sharp cut-off; inactive = mostly below about 34%;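 note: HEK-293T reporter cells stimulated with the NOD1 agonist gamma-tri-DAP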
KOR beta-arrestin-1: KOR antagonists, beta-arrestin recruitment, cell-based, luminescence, uHTS (AID 1778) | KOR beta-arrestin recruitment, luminescence, antagonist mode; higher % means a stronger effect | Kappa-type opioid receptor (Homo sapiens) | 0.091% of 290,000 active | inhibition, % at 10 µM, or IC50 in µM where a hit was titrated; in the data active = inhibition above about 50%; note: strong numbers were not always called active
GPR55 antagonists: GPR55 antagonists blocking LPI-driven arrestin recruitment, primary screen, imaging, U2OS, beta-arrestin-GFP, LPI agonist (AID 2013). U2OS GPR55 beta-arrestin-GFP translocation imaging, LPI antagonism; higher % means a stronger effect. G-protein coupled receptor 55 (Homo sapiens). 0.13% of 290,000 active. inhibition, % at 10 µM; hits with a dose series show IC50 in µM;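 active = spots per cell inhibited over 60%, with over 100 cells counted and total cytoplasm intensity under 500,000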;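 note: U2OS cells stably carrying GPR55 and arrestin-GFP stimulated by 5 µM LPI near EC80; imaged beta-arrestin-GFP aggregate spots per cell after agonist stimulation; plate controls were LPI-stimulated DMSO wells for no effect and DMSO wells without LPI for full effect; some results filed as inactive read as strong as hits; confirmed hits need IC50 under 10 µM and bright autofluorescent wells are also inconclusive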
KOR beta-arrestin-2: KOR agonists, beta-arrestin recruitment, primary screen, cell-based, luminescence, uHTS (AID 1777); 0.02% of 280,000 active; one-dose activation, % at 10 µM; EC50 in µM for titrated hits; KOR beta-arrestin recruitment, luminescence; higher % means a stronger effect; Kappa-type opioid receptor (Homo sapiens); in the data active = activation above about 50%, passing the limit was not always enough; note: a part of the inactive calls stands beside numbers as strong as those of hits
MgcRacGAP inhibition: MgcRacGAP GTPase-activating activity inhibitors, confirmation, biochemical, ADP Hunter fluorescence; Rac GTPase-activating protein 1 (Homo sapiens); MgcRacGAP-stimulated Rac1 GTP hydrolysis, ADP Hunter fluorescence; higher % means a stronger effect; GST-tagged Rac1 F28L mutant substrate; one-dose inhibition, % at 30 µM; IC50 in µM for titrated hits; 0.6% of 340,000 active;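 active = first-screen hits whose inhibition reached a set limit at any dose in the follow-up dose series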;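 note: fluorescence reports GDP produced by GAP-driven GTP hydrolysis; strong numbers were not always called active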
GPR55 beta-arrestin: GPR55 agonists via beta-arrestin recruitment, primary screen, imaging, U2OS cells, beta-arrestin-GFP redistribution (AID 1961); U2OS GPR55 beta-arrestin-GFP redistribution imaging; higher % means a stronger effect; activation, % at 10 µM; hits with a dose series show EC50 in µM; 0.048% of 290,000 active;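 active = activation above 40% with more than 50 cells counted in the well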;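 note: U2OS osteosarcoma cells stably expressing GPR55 and beta-arrestin-GFP; plate controls were DMSO negative control for no effect and LPI positive control for full effect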
NTR1 ag cell count 20 µM: recorded beside NTR1 ag, whose call it bears; cell count; measured here: cell count, cytotoxicity flag
The depositor's hits bear a star; . = no result given; [ ] = dose if it differs, or a comment.

SMILES	MgcRacGAP inhibition	GPR35 arrestin U2OS	NOD1 inhibition	NTR1 ag	GPR55 beta-arrestin	GPR55 antagonists	KOR beta-arrestin-2	K1F lysis inhibition	KOR beta-arrestin-1	NTR1 ag cell count 20 µM
COc1ccc(S(=O)(=O)N2CCC(C(=O)NCC3CCCO3)CC2)cc1 (stereo not given)	-8%	-10%	19%	0.5	0.0%	-23%	-1.1%	2.1%	27%	71
Cc1cc(C)c(S(=O)(=O)NCC(c2cccnc2)N2CCN(Cc3ccccc3)CC2)c(C)c1 (stereo not given)	-26%	49%	-17%	0.9	0.4%	-10%	4.4%	0.3%	-55%	65
Cc1ccc(C(C(=O)NC2CCCCC2)N(C(=O)CCCC(=O)Nc2ccccn2)c2ccc3c(c2)OCCO3)cc1 (stereo not given)	7%	11%	-1%	-1.5	-0.4%	10%	6.4%	0.1%	9%	72
COc1ccc(/C=C/CN2CCN(Cc3cccc(OC)c3)C(CCO)C2)cc1 (stereo not given)	7%	3%	-22%	0.6	0.1%	13%	2.2%	0.2%	-28%	39
COc1ccc(C(=O)NCC(=O)OCC(=O)N2CCC(C)CC2)cc1OC	9%	-11%	-25%	-0.1	-0.4%	5%	-4.1%	0.1%	-9%	74
COc1cc(OC)c(NS(=O)(=O)c2ccc3c(c2)NC(=O)CO3)cc1Cl	11%	4%	-4%	0.3	0.0%	14%	2.7%	0.2%	-2%	58
O=C(Cn1ncc2c(=O)oc3ccccc3c21)N1CCc2ccccc2C1	3%	15%	-32%	-3.0	-0.1%	10%	5.3%	-1.6%	36%	59
O=S(=O)(Nc1ccc2c3c(cccc13)CC2)c1ccc(F)cc1	-11%	6%	18%	3.5	0.0%	-17%	2.3%	0.1%	-32%	67
O=C(Nn1c(Cc2cccs2)nc2ccccc2c1=O)c1cccs1	8%	3%	-3%	0.0	0.3%	-3%	-1.0%	1.3%	14%	62
C=CCn1c(CSc2nc3ccccc3s2)nnc1SCC(=O)NCCN1CCOCC1	12%	-7%	-14%	-0.1	0.5%	10%	5.2%	0.0%	-16%	84

Retrieved by structure from the list above, 2 records:
SMILES	MgcRacGAP inhibition	GPR35 arrestin U2OS	NOD1 inhibition	NTR1 ag	GPR55 beta-arrestin	GPR55 antagonists	KOR beta-arrestin-2	K1F lysis inhibition	KOR beta-arrestin-1	NTR1 ag cell count 20 µM
O=C(Nn1c(Cc2cccs2)nc2ccccc2c1=O)c1cccs1	8%	3%	-3%	0.0	0.3%	-3%	-1.0%	1.3%	14%	62
Cc1ccc(C(C(=O)NC2CCCCC2)N(C(=O)CCCC(=O)Nc2ccccn2)c2ccc3c(c2)OCCO3)cc1 (stereo not given)	7%	11%	-1%	-1.5	-0.4%	10%	6.4%	0.1%	9%	72

Next results
SMILES	MgcRacGAP inhibition	GPR35 arrestin U2OS	NOD1 inhibition	NTR1 ag	GPR55 beta-arrestin	GPR55 antagonists	KOR beta-arrestin-2	K1F lysis inhibition	KOR beta-arrestin-1	NTR1 ag cell count 20 µM
COc1ccccc1N1CCN(S(=O)(=O)c2cn(C)cn2)CC1	6%	-2%	-7%	-1.1	0.5%	-4%	-0.6%	0.5%	-60%	63
CC(C)C(NC=C1C(=O)OC(C)(C)OC1=O)C(=O)O (stereo not given)	3%	-1%	0%	-0.6	0.2%	3%	6.9%	8.4%	-17%	56
Cc1cc(C)c(N(C(=O)c2csnn2)C(C(=O)NC(C)(C)C)c2ccncc2)c(C)c1 (stereo not given)	2%	-4%	24%	1.0	-0.1%	17%	.	2.0%	2%[20 µM]	44
CCn1nc(C(=O)OCC(=O)c2ccc3c(c2)OCCO3)c2ccccc2c1=O	7%	26%	9%	4.7	-0.2%	-3%	-1.3%	2.7%	-14%	76
CCOC(=O)N/N=C/c1c(F)c(F)c(F)c(F)c1F	16%	13%	-10%	-0.2	-0.1%	2%	-1.8%	0.0%	30%	80
COCCCNC(=S)N1CCN(Cc2ccc3c(c2)OCO3)CC1	38%	0%	-16%	-0.4	0.2%	12%	-1.2%	0.0%	-10%[20 µM]	33
CCCCN(CCCC)S(=O)(=O)c1ccc(NS(=O)(=O)c2ccc(NC(C)=O)cc2)cc1	6%	15%	34%	4.4	-0.1%	16%	-7.9%	-2.0%	13%	75
CC(=O)c1ccc(NC(=O)CNC2CCCCC2)cc1	31%	-8%	-1%	2.3	0.0%	4%	-2.0%	0.4%	-14%	52
COC(=O)c1oc2ccccc2c1NC(=O)/C=C/C(=O)O	4%	15%	-40%	0.7	-0.6%	5%	-1.8%	0.1%	13%	48
CC(C(=O)OCc1nnc(-c2ccccc2)o1)N1C(=O)C2CCCCC2C1=O (stereo not given)	8%	-13%	-35%	-0.5	1.0%	-8%	-0.2%	-0.3%	14%	49
Cc1nn(CC(O)COc2ccc3c(c2)CCC3)c(C)c1Br (stereo not given)	10%	-16%	1%	2.0	0.7%	9%	-0.8%	0.6%	-4%	66
O=C(COc1ccc(/C=N/NC(=O)c2ccncc2)cc1)Nc1cccc([N+](=O)[O-])c1	3%	3%	-20%	-0.1	0.6%	-3%	-0.8%	0.0%	-24%	58
COc1ccc2c(c1OC)C(=O)OC2CC(=O)c1ccc(O)cc1 (stereo not given)	13%	14%	-1%	-0.4	-0.2%	13%	21%	0.1%	32%	32
O=C(O)C1CCN(C(=O)COc2ccc3c4c(c(=O)oc3c2)CCCC4)CC1	2%	-20%	-15%	0.1	-0.2%	-5%	-3.1%	4.5%	-18%[20 µM]	90
COc1ccc(/C=C2\SC(=S)N(C(Cc3ccccc3)C(=O)O)C2=O)cc1 (stereo not given)	18%	2%	20%	-0.1	-0.2%	6%	1.8%	-3.0%	-36%	99
COc1cc2c(cc1OC)C(C)N(C(=O)c1ccc(Cl)c(S(=O)(=O)N3CCCCC3)c1)CC2 (stereo not given)	5%	-6%	19%	0.4	-0.2%	-4%	1.8%	4.0%	-12%	86
CCN(CC)S(=O)(=O)c1ccc(OC)c(NC(=O)c2cccs2)c1	6%	2%	-19%	-0.9	-0.1%	7%	.	0.2%	-17%[20 µM]	35
OCc1nnn(-c2ccccc2)c1CO	8%	9%	-4%	-0.9	0.0%	-3%	-4.3%	-1.1%[50 µM]	2%	89
Cc1cc(-c2ccc(C)c(S(=O)(=O)NCC3CCN(Cc4ccccc4F)CC3)c2)on1	12%	3%	-13%	3.2	0.2%	1%	-0.3%	0.3%	-23%	63
O=C(NCCc1csc(-c2ccccc2)n1)c1c(F)cccc1Cl	6%	5%	-7%	0.4	-0.3%	-13%	-4.7%	0.2%	5%	83
O=C(N1CCCCC1)N1CCN(S(=O)(=O)c2cccc([N+](=O)[O-])c2)CC1	6%	4%	8%	0.2	0.2%	12%	-1.5%	0.2%	10%	64
CC(C)c1ccccc1NC(=O)C1CN(S(=O)(=O)c2ccccc2)CCN1S(=O)(=O)c1ccccc1 (stereo not given)	12%	1%	-4%	0.4	-0.5%	13%	-5.6%	0.3%	18%	89
N#CCCn1cc(C(=O)Nc2ccc(C(=O)O)cc2)c(-c2cccc(Br)c2)n1	6%	0%	15%	1.1	0.5%	2%	2.8%	0.1%	-16%[20 µM]	73
Cc1cc(NC(=O)c2cccs2)ncc1NC(=O)C(C)(C)C	12%	13%	-37%	1.4	-0.2%	-14%	-3.7%	0.2%	4%[20 µM]	66
NS(=O)(=O)c1ccc(-c2ccc(/C=N/NC(=O)c3ccccc3O)o2)cc1	10%	-4%	3%	2.9	0.6%	8%	6.6%	0.0%	-25%	56
CCC(Oc1ccccc1)C(=O)Nc1ccccc1OC (stereo not given)	5%	6%	-6%	0.9	-0.1%	3%	-3.8%	2.4%	14%	62
Cc1ccc2cc(CN(Cc3ccco3)C(=O)c3cccs3)c(=O)[nH]c2c1	12%	-3%	.	-0.8	-0.1%	-4%	1.5%	0.8%	10%	52
COc1ccc(NC(=O)N2CCC(c3nc(-c4cccs4)no3)CC2)cc1	5%	-2%	-21%	-1.5	0.7%	-8%	1.1%	1.2%	-6%	62
COc1cc(C(=O)NCc2ccc(-n3cccc3)cc2)cc(OC)c1OC	2%	1%	-23%	0.0	-0.5%	13%	-2.9%	0.2%	8%	65
Cc1nc(C(=O)NCc2ccccc2)sc1C1(C)CC(c2cccnc2)=NO1 (stereo not given)	9%	8%	8%	-0.2	0.6%	1%	-4.1%	-0.2%	33%	72
Cc1cc2oc(C(=O)Nc3ccc(S(=O)(=O)Nc4ncccn4)cc3)cc(=O)c2cc1Cl	7%	7%	-13%	-0.1	0.7%	0%	-4.7%	0.5%	-50%	68
Cc1ccc2c(c1)c1c3n2CCN(C(=O)C2CC2)C3CCC1 (stereo not given)	8%	25%	-8%	-2.8	-0.2%	0%	-3.0%	1.4%	-8%	54
O=C1CC2(CCCC2)C(=O)N1c1ccc(S(=O)(=O)NCC2CC2)cc1Cl	6%	-11%	2%	0.5	-0.1%	-3%	9.3%	-0.2%	-13%	48
O=C(O)c1ccc(/C=N/NC(=O)c2cc(-c3cccs3)nc3ccccc23)cc1	-2%	-9%	-22%	0.4	0.1%	0%	5.3%	0.6%	3%	56
CC(C)NC(=O)CC1OC(=O)c2ccccc21 (stereo not given)	7%	5%	-25%	-2.4	-0.1%	0%	1.7%	0.8%	-9%	103
O=C(Nc1cccc2ncccc12)c1ccc(-c2ccc(Cl)cc2Cl)o1	3%	1%	.	4.8	-0.2%	23%	0.1%	1.9%	-38%	54
c1ccc2c(c1)oc1c(Nc3ccc4c(c3)OCO4)ncnc12	5%	9%	-42%	0.3	-0.3%	0%	-4.8%	0.3%	-15%	39
Cc1c(NC(=O)Nc2ccc(C(C)C)cc2)c(=O)n(-c2ccccc2)n1C	1%	6%	-17%	0.3	1.2%	-15%	0.1%	0.1%	-3%	68
CCCC(=O)Nc1ccccc1NC(=O)c1ccc2c(c1)OCO2	12%	-8%	-23%	0.6	0.3%	8%	-1.8%	0.1%	2%	60
N#Cc1ccccc1S(=O)(=O)N1CCN(CC(O)c2ccccc2)CC1 (stereo not given)	21%	3%	-20%	-1.7	-0.5%	-3%	-2.6%	0.5%	-14%	64
Cc1ccc(-n2nnnc2SCc2nc3sc(C)c(C)c3c(=O)[nH]2)cc1	9%	-10%	-30%	6.8	-0.2%	9%	7.2%	0.9%[50 µM]	22%	70
CC(=O)c1c(C)[nH]c(C(=O)Nc2cc(C)ccc2C)c1C	9%	15%	-3%	0.7	-0.2%	-3%	7.6%	4.0%	-15%	47
N/C(=N\OC(=O)Cc1ccc(Cl)cc1)c1ccncc1	7%	-5%	-12%	0.3	-0.1%	3%	-4.1%	1.6%	-12%	52

Assay outcomes: PubChem, several laboratories

An excerpt; rates above refer to the full screens.
